All columns: NCI-60 one-dose screen, growth in % after 48 h at 10 µM unless noted; 100 = growth as untreated, 0 = no growth, -100 = all killed.
T-47D – T-47D breast cancer; 79,000 tested, 5% active
LOX IMVI – LOX IMVI melanoma. 79,000 tested, 7.4% active. AID 1794757
HS 578T – HS 578T breast cancer. 78,000 tested, 4.1% active. AID 1794788
MDA-MB-468 – MDA-MB-468 breast cancer; 78,000 tested, 8.5% active
MCF7 – MCF7 breast cancer | AID 1794796 | 82,000 tested, 6.3% active
BT-549 – BT-549 breast cancer | 78,000 tested, 4.4% active | AID 1794793
K-562 – K-562 leukemia; 78,000 tested, 7.4% active
MDA-MB-231 – MDA-MB-231 breast cancer; 81,000 tested, 5% active
Active calls of the source: *; / = no result given; [ ] = remark or other dose. The calls were made as follows: active = growth percent below 10; inactive = the rest.

Preview (4 entries):
SMILES	T-47D	LOX IMVI	HS 578T	MDA-MB-468	MCF7	BT-549	K-562	MDA-MB-231
OC(COc1ccccc1)CN1CCOCC1 (stereo not drawn)	108.6	100.2	113.0	117.3	104.4	110.8	127.0	111.5
O=C1OCCN1CCO	99.7	96.0	/	101.0	101.6	106.6	116.2	95.0
Cc1cc(C)cc(N)c1	98.5	98.2	99.8	99.3	90.6	124.6	/	96.1
CC1CCN(CCCCCOc2ccc3oc4cc(Cl)ccc4c(=O)c3c2)CC1	64.6	-25.6*	84.8	57.7	45.9	81.8	5.2*	44.3

All compounds of this part, repeating the preview:
SMILES	T-47D	LOX IMVI	HS 578T	MDA-MB-468	MCF7	BT-549	K-562	MDA-MB-231
OC(COc1ccccc1)CN1CCOCC1 (stereo not drawn)	108.6	100.2	113.0	117.3	104.4	110.8	127.0	111.5
O=C1OCCN1CCO	99.7	96.0	/	101.0	101.6	106.6	116.2	95.0
Cc1cc(C)cc(N)c1	98.5	98.2	99.8	99.3	90.6	124.6	/	96.1
CC1CCN(CCCCCOc2ccc3oc4cc(Cl)ccc4c(=O)c3c2)CC1	64.6	-25.6*	84.8	57.7	45.9	81.8	5.2*	44.3
O=C(CCN1C(=O)CCC1=O)Nc1ncc(Cc2ccc(Cl)cc2Cl)s1	91.2	96.8	96.5	90.8	95.3	99.5	79.4	98.7
CC(C)CCN(CCCNc1c2c(nc3ccccc13)CCCC2)CCC(C)C	98.8	76.4	87.6	57.2	69.9	91.3	31.4	24.5
Clc1cc(Cl)cc(Nc2ccc3c(OCCCN4CCOCC4)cccc3n2)c1	60.4	-85.4*	35.9	20.6	21.6	72.7	-33.9*	-24.6*
O=C(Nc1ccccc1)OCCCCOC(=O)Nc1ccccc1	101.2	98.0	/	108.5	94.6	97.0	105.5	87.4
[N-]=[N+]=Nc1ncc(-c2ccc(C(F)(F)F)cc2)c(NC2CCCCCC2)n1	21.3[100 µM]	39.9[100 µM]	52.3[100 µM]	28.9[100 µM]	16.3[100 µM]	45.4[100 µM]	8.8*[100 µM]	42.3[100 µM]
CC(C)c1ccc(C(=O)Nc2sc3c(c2C(N)=O)CCC(=O)C3=O)cc1	80.3	82.7	93.7	94.8	79.3	107.5	77.4	93.3
N#Cc1c(-c2ccc(Cl)cc2)n2c(nc1=O)NNCC2=O	107.1	99.4	113.5	95.2	93.8	94.7	112.2	89.3
CC(=O)Nc1ccc(S(=O)(=O)O)c2cccc(O)c12	110.2	95.9	/	93.0	102.2	105.9	103.4	97.8
COc1cc(CNC(=O)/C=C/C=C/c2ccc3c(c2)OCO3)ccc1OCc1cn(-c2ccccc2F)nn1	74.1	74.7	86.0	90.6	80.7	94.2	69.2	76.6
COc1ccccc1N1CCN(C2=NN=C(c3cccc(Cl)c3)c3ccccc3C2)CC1	52.5	24.8	18.9	-1.0*	17.4	50.5	3.9*	-3.4*
COc1cc2nc(Nc3cccc(NC(C)=O)c3)nc(N)c2cc1OC	90.1	86.7	95.7	88.8	99.5	117.9	103.5	86.9
CCCCCCCCCCCCNC(=S)N/N=C/c1ccccc1OCC	100.2	111.4	109.7	98.5	77.4	132.2	94.0	96.3
COc1ccc(/C=C2\CCCC3=C2N=C2SC(C)=CN2C3c2ccc(OC)cc2)cc1 (stereo not drawn)	108.0	91.5	91.0	85.1	88.8	104.5	96.1	101.4
COc1ccc(-c2nc3cccc(O)c3c(=O)n2Cc2ccccc2)cc1COc1ccc(NC(C)=O)cc1	76.5[3 µM]	2.7*[3 µM]	63.8[3 µM]	71.9[3 µM]	37.1[3 µM]	55.4[3 µM]	18.9[3 µM]	64.2[3 µM]
Cc1ccc(S(=O)(=O)OCC(=O)Nc2ccc(C(=O)O)c(O)c2)cc1	106.3	78.5	117.7	/	104.9	89.2	70.2	97.2
Cc1c(C(=O)c2ccccc2)oc2c(Br)cc(Br)cc12	86.1	104.2	97.9	93.4	94.3	106.9	98.3	93.9
CC1=CC(=O)C(C(C)C)=CC1=Nc1cc(Br)c(O)c(Br)c1	75.5	24.0	/	44.7	23.2	26.4	0.3*	7.9*
COc1cc(C(=O)/C=C/c2ccc(Oc3ccc(Br)cc3)cc2)cc(OC)c1OC	95.3	90.8	103.4	/	92.1	93.4	102.2	98.7
Cc1cccc2c(C(=O)O)cc(-c3ccc(Cl)cc3)nc12	97.6	103.7	102.0	118.9	97.4	/	103.0	96.8
COc1ccc(-c2nnc(CSc3nc(-c4c(Cl)cccc4Cl)c(C#N)c(=O)[nH]3)o2)cc1	62.3	96.4	101.0	96.0	90.0	69.5	80.4	110.3
C[C@]12CC[C@H]3[C@@H](CC[C@H]4C[C@@H](O)CC[C@@]43C)[C@@H]1CC(=O)C2	106.1	101.6	/	113.4	124.0	103.4	94.1	111.8
SMILES	T-47D	LOX IMVI	HS 578T	MDA-MB-468	MCF7	BT-549	K-562	MDA-MB-231
Nc1cc(=O)[nH]c(SCC(=O)Nc2nc(-c3ccc(Cl)cc3)cs2)n1	73.3	98.4	105.1	110.1	90.6	90.0	90.8	105.0
COc1cc2c(cc1OC)C(=O)/C(=C/C=C/c1c(C3CC3)nc3ccccc3c1-c1ccc(F)cc1)C2	95.1	98.0	98.5	103.3	87.0	109.6	87.5	99.0
CCCCCCCOc1ccc(S(=O)(=O)Nc2cccc(F)c2C(=O)O)cc1	103.6	105.9	105.6	95.3	95.4	104.6	89.8	106.8
CC(=O)Nc1cc(N)ccc1C	97.0	94.0	100.9	88.6	98.4	111.9	100.3	92.5
NS(=O)(=O)c1ccc(-n2cc(/C=C/C(=O)c3ccccc3Cl)c(-c3ccc(OCc4ccccc4)cc3)n2)cc1	63.7	91.5	112.6	95.3	90.7	84.0	89.1	83.3
O=C(NCCCNc1cc(-c2cn(-c3ccccc3)nc2-c2cccc(O)c2)ccn1)c1ccc(F)cc1	-10.8*	21.5	-16.7*	-41.4*	13.7	-6.0*	0.3*	-13.6*
CC(=O)[C@@]1(O)[C@H](O)C[C@H]2[C@@H]3CCC4=CC(=O)C[C@]4(C)[C@H]3CC[C@@]21C	99.9	98.5	105.0	114.2	91.8	97.2	/	95.2
COc1ccc(Cc2sc3nc(=O)c4cn(C)nc4n3c2C)cc1	101.4	102.7	106.5	128.7	102.5	116.4	104.0	109.8
COC(=O)c1nc(-c2ccccc2)oc1S(=O)(=O)n1nc(-c2ccccc2)cc1N	49.5	72.3	101.5	74.6	80.9	82.2	5.0*	103.4
CC(=O)Nc1ccc(OC(=O)Oc2ccc(NC(C)=O)cc2)cc1	104.3	93.9	145.8	97.4	94.2	90.7	103.6	102.2
O=c1nc2s/c(=C\c3ccccc3Cl)c(=O)n2c2nc(-c3ccccc3)c(-c3ccccc3)nc12	93.8	92.7	108.8	/	98.4	93.3	101.1	87.0
C=CC[n+]1c(/C=C/C=C2\N(C)c3ccccc3C2(C)C)sc2ccc(OC)cc21	12.1	15.9	53.6	-5.7*	7.0*	14.6	10.3	26.1
COc1ccc(-n2c(SCc3n[nH]c(=S)n3C(=O)c3ccc(Br)cc3)nc3ccc(Cl)cc3c2=O)cc1	81.9	55.9	84.2	62.5	79.4	102.6	66.1	72.6
O=C(CC(=O)Nc1ccc(S(=O)(=O)NCCO)cc1)Nc1ccc(S(=O)(=O)NCCO)cc1	/	96.5	99.1	105.0	100.1	87.7	99.2	103.4
CCCCCc1cccnc1	110.0	98.4	108.1	109.5	99.3	126.0	103.6	121.4
CN(CCCCCCCCNc1ccnc2ccccc12)Cc1ccc(-c2ccc(-c3ccc(C#N)cc3)s2)cc1	-33.6*	-96.2*	-36.6*	-50.4*	-76.5*	-30.1*	-18.4*	-80.1*
COc1ccc(CC(N)(C(=O)O)c2ccccc2)cc1 (stereo not drawn)	108.3	93.1	106.9	94.5	/	100.5	94.5	96.5
CCCCOc1nc2ccc(Cl)cc2cc1/C=C/C(=O)/C=C(O)/C=C/c1cc2cc(Cl)ccc2nc1OCCCC	95.5	106.4	103.7	104.0	97.3	103.9	96.2	104.9
COc1ccc(Br)cc1C1Nc2ccc3ccccc3c2C2=C1C(=O)CC(c1ccccc1)C2 (stereo not drawn)	86.1	72.6	88.7	75.8	90.5	93.8	64.9	44.1
COc1cccc2c(=O)c3c(oc12)CCCC3	97.8	105.6	115.0	94.8	99.6	115.7	83.2	144.2
O=C(N=Nc1c(O)[nH]c2ccccc12)c1ccc2nc(-c3ccccc3)[nH]c2c1	104.2	99.7	103.3	116.3	92.8	145.5	103.9	74.4
COC(=O)[C@H](Cc1c[nH]c2ccccc12)NC(=O)[C@H](Cc1ccccc1)NCc1ccco1	89.4	90.9	98.2	95.7	93.7	100.9	89.1	86.6
Cn1c(=O)c(C#N)c(-c2ccccc2)n2c(SCc3ccccc3)nnc12	87.4	87.1	128.4	/	47.8	113.5	85.2	115.6
O=C(Nc1nc(-c2ccccc2Cl)cs1)c1cc(-c2ccccc2)nc2ccccc12	58.3	84.8	88.6	93.4	69.8	87.2	85.4	76.5
C/C(Cc1ccc(Cl)cc1)=C(/c1ccc(Cl)cc1)c1ccc(OCCN2CCCCC2)cc1	74.6	94.7	105.8	82.6	63.3	100.4	70.6	93.9

Entries of single compounds from above. Order of screens: T-47D | LOX IMVI | HS 578T | MDA-MB-468 | MCF7 | BT-549 | K-562 | MDA-MB-231
COc1ccc(Cc2sc3nc(=O)c4cn(C)nc4n3c2C)cc1 in the list: 101.4 | 102.7 | 106.5 | 128.7 | 102.5 | 116.4 | 104.0 | 109.8
NS(=O)(=O)c1ccc(-n2cc(/C=C/C(=O)c3ccccc3Cl)c(-c3ccc(OCc4ccccc4)cc3)n2)cc1 in the list: 63.7 | 91.5 | 112.6 | 95.3 | 90.7 | 84.0 | 89.1 | 83.3
CCCCCc1cccnc1 in the list: 110.0 | 98.4 | 108.1 | 109.5 | 99.3 | 126.0 | 103.6 | 121.4
CCCCCCCOc1ccc(S(=O)(=O)Nc2cccc(F)c2C(=O)O)cc1 in the list: 103.6 | 105.9 | 105.6 | 95.3 | 95.4 | 104.6 | 89.8 | 106.8
COC(=O)[C@H](Cc1c[nH]c2ccccc12)NC(=O)[C@H](Cc1ccccc1)NCc1ccco1 in the list: 89.4 | 90.9 | 98.2 | 95.7 | 93.7 | 100.9 | 89.1 | 86.6

Remaining list, next part.
SMILES	T-47D	LOX IMVI	HS 578T	MDA-MB-468	MCF7	BT-549	K-562	MDA-MB-231
CC/C=C\C[C@H](O)C/C=C1/C(=O)C=C[C@@H]1C/C=C\CCCC(=O)OC(C)C	6.8*	-82.3*	53.9	-17.0*	3.6*	-18.3*	-7.1*	7.1*
CCc1nnc(/N=C2\NC(=O)/C(=C/c3cccnc3)S2)s1	95.2	93.0	97.5	/	90.0	103.0	86.1	91.9
O=C(O)CCCn1c(-c2ccc(Cl)cc2)nc(-c2ccccc2)c1-c1ccccc1	69.4	88.3	95.9	92.9	93.3	98.9	91.2	98.7
Oc1[nH]c2ccccc2c1/C=c1/ccc2c(c1)N=C(c1ccc(F)cc1)N=2	40.5	62.2	84.4	47.1	44.7	73.4	35.5	69.3
O=[N+]([O-])c1ccc2[nH]cc(-c3c4ccccc4cc4[nH]c5ccc([N+](=O)[O-])cc5c34)c2c1	-10.2*	21.3	30.4	23.9	8.1*	19.2	10.0*	45.6
COc1ncc(-c2ccc3ncnc(Nc4cccc(Cl)c4)c3c2)cc1N(S(C)(=O)=O)S(C)(=O)=O	18.5	63.7	49.7	-3.1*	27.7	78.1	94.2	67.3
O=C1COC2CCCCC2O1 (stereo not drawn)	104.2	92.0	129.3	90.9	101.7	106.8	104.9	93.9
CC(=O)c1c(-c2ccc(Cl)cc2)nc2cc(C)ccn12	48.6	94.4	98.6	93.5	89.8	90.7	120.4	91.1
Nc1ccc(OC(=O)Nc2ccc(O)cc2)cc1	96.8	90.8	96.4	106.9	81.1	102.9	108.8	109.2
COc1ccc(C2CC(c3ccc(S(=O)(=O)NCCNc4nc(Nc5ccc(F)cc5)nc(N(C)C)n4)cc3)=Nc3c(N)nc(N)nc3N2)cc1 (stereo not drawn)	66.2	65.1	70.6	8.6*	47.6	57.1	35.6	64.2
CCOS(=O)(=O)C1CCCC1	103.3	/	113.1	113.1	101.5	91.9	101.9	107.1
N=c1ccn(O)cc1CCc1ccccc1	106.1	95.7	101.2	102.4	101.9	113.2	99.3	91.1
C=CCn1c(SCC(=O)c2ccccc2)nnc1-c1ccc(Cl)cc1	105.8	98.1	87.2	59.5	111.7	76.0	93.6	95.9
CCOc1ccccc1-c1cc(-c2ccc(F)cc2)c(C#N)c(=O)[nH]1	87.0	94.1	84.1	90.6	79.4	85.5	82.6	98.7
Nc1ccc(NC(=O)c2ccccc2-c2ccccc2C(=O)O)cc1	116.9	/	100.4	104.5	93.5	110.1	95.3	106.2
CNC(=O)NN	92.3	101.5	/	107.1	98.1	/	108.6	108.2
CCOC(=O)[C@H]1CCCN1C(=O)[C@@H]1CCCN1C(=O)[C@H](Cc1ccccc1)NC(=S)Nc1ccc(OC)cc1	92.5	88.3	78.8	71.4	85.1	100.9	75.6	88.3
CCOP(=O)(OCC)OC[C@]12CCC(C)(C)C[C@H]1C1=CC[C@@H]3[C@@]4(C)CC[C@H](OP(=O)(OCC)OCC)C(C)(C)[C@@H]4CC[C@@]3(C)[C@]1(C)CC2	26.2	37.2	83.2	40.9	28.1	54.1	28.9	50.2
Oc1ccc(Br)cc1/C=N/Nc1nc(-c2ccc(Br)cc2)cs1	74.7	92.3	88.8	93.2	74.5	97.7	108.8	78.3
Cc1cc(NC(=O)Nc2cc(Cl)ccc2C)no1	89.4	99.3	125.0	104.6	84.4	147.3	80.8	100.3
CC(=O)OC/C=C1/CC[C@H]2[C@@H]3CCC4=CC(=O)CC[C@]4(C)[C@H]3[C@@H](O)C[C@]12C	96.0	101.5	82.5	104.1	88.2	111.1	103.9	94.4
COc1ccc(-c2[nH]nc(N)c2-c2ccccc2)c(O)c1	79.6	100.1	107.4	/	99.2	85.6	81.6	91.6

Not a hit list (roughly 12% active in at least one column).
